Bioassay records (PubChem)
Luc counter: counter-screen: inhibitors of Kinase-Glo firefly luciferase | Q27757 | Kinase-Glo luciferase, ATP luminescence, 8 min | Potency, µM (top dose mostly 38.3 µM), inactives show at the highest dose activity change, negative = inhibition, actives largely listed as inhibitors | hit rate 0.28% among 200,000 | AID 1379; note: % is set by controls: 0 for no effect and ±100 for the full control effect; nearly all actives have a fitted effect of over 60% in size
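Inhibition of Kinase-Glo luciferase light generation was assessed at 10 uM ATP in pH 7.2 imidazole buffer, with luminescence measured after eight minutes at ambient temperature.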
Tau fibril ThT: tau fibrillization inhibition (ThT binding); P10636; hit rate 2.1% among 270,000; AID 1460; recombinant tau K18 P301L (four-repeat tau fragment), heparin-induced fibrillization, ThT fluorescence; Potency, µM (series often up to 57.4 µM), inactives show top-dose activity, negative = inhibition, most hits filed as inhibitors; note: % is set by controls: 0 for no effect and ±100 for the full control effect; nearly all actives have a fitted effect of over 55% in size
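In this qHTS, human K18 P301L tau is incubated with compound and heparin for 6 hr at 37 C, and Thioflavin T fluorescence then reports fibril load.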
L3MBTL1 block: L3MBTL1 (human) inhibition. AID 485360. AlphaScreen L3MBTL1–H3K9me1 peptide binding. hit rate 0.66% among 230,000. Q9Y468. Potency, µM (top dose mostly 57.1 µM), for the others: at the highest dose activity, negative = inhibition, usual class: inhibitors; note: % is set by controls: 0 for no effect and ±100 for the full control effect; nearly all actives have a fitted effect of over 60% in size
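L3MBTL1 (50 nM) pre-complexed 30 min with biotinylated H3(1-15)K9me1 peptide (75 nM), then compounds added for 30 min at room temperature; AlphaScreen streptavidin donor/nickel chelate acceptor beads (10 ug/mL final) read after 30 min dark incubation.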
ALDH1A1 block: blocks purified human ALDH1A1 activity. Purified ALDH1A1, NADH fluorescence, propionaldehyde substrate. hit rate 7.3% among 220,000. Potency, µM (titrated, usually from 75.3 µM), for the others: at the top dose activity, negative = inhibition, actives largely listed as inhibitors. AID 1030; active = well fitted inhibition curve with a large enough effect, not every such curve was filed as active; inconclusive = small, poorly fitted or top-dose-only effect, or another doubt; inactive = no such curve, though single readings can be large or run the other way;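 note: plate controls were no enzyme wells and a reference inhibitor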
RECQ1 helicase: blocks DNA unwinding by human RECQ1; hit rate 0.54% among 240,000; Potency, µM (titrated, usually from 57.3 µM), for the others: top-dose activity, negative = inhibition, hits mostly inhibitors; RECQ1 DNA unwinding, red fluorescence kinetic read; P46063;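 note: plate controls were vehicle for no effect and no enzyme for full effect; nearly all actives have a fitted effect of over 30% in size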
Target sequence (P46063 whole entry, looked up): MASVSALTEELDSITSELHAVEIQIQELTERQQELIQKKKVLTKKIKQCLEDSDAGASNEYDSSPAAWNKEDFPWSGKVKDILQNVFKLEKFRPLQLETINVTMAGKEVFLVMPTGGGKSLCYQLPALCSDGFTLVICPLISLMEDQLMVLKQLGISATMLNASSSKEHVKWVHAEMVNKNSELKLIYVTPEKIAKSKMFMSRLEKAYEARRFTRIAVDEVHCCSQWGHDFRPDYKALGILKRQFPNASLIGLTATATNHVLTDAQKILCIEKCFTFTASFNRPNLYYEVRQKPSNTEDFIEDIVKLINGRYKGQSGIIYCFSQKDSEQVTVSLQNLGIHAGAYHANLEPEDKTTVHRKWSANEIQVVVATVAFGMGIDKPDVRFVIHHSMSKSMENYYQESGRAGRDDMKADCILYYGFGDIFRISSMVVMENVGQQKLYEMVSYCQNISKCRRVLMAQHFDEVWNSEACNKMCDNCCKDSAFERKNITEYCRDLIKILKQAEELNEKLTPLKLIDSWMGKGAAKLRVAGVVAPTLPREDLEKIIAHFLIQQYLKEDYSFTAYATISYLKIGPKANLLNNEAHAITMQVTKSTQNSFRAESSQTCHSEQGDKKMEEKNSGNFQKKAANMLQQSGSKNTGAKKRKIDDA
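50 nM RECQ1T1 preincubated 15 min with compound in Tris pH 8.0 buffer with MgCl2, DTT, Tween-20 and 2.5 ug/ml poly(dI-dC); started with 200 nM TAMRA/BHQ-2 forked duplex and 2 mM ATP. Unwinding read as fluorescence (525/598 nm), two reads 2 h apart.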
SMN2 splice enh: enhancers of SMN2 splice variant expression | HEK293 SMN2-luciferase splicing reporter, luminescence, 30-36 h | hit rate 2.8% among 210,000 | Potency, µM (top dose mostly 46.1 µM), inactives show at the top dose activity change, positive = activation, hits mostly activators; note: % of control where 0% means no effect; nearly all actives have a fitted effect of over 55% in size
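HEK293 cells carry an SMN2 […]–luciferase reporter in which exon 7 inclusion puts luciferase in frame. Cells were plated 10-12 h before compound addition, then incubated 30-36 h at 37C. ONE-Glo luminescence was read; sodium butyrate at 4.5 mM final served as control.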
JMJD2E inh: JMJD2E (human) inhibition. B2RXH2. JMJD2E catalytic domain, FDH-coupled NADH fluorescence (FDH is formaldehyde dehydrogenase). Potency, µM (doses to about 57.1 µM), for the others: at the top dose activity change, negative = inhibition, hits mostly inhibitors. hit rate 1.6% among 230,000; active = well fitted inhibition curve with a large enough effect, not every such curve was filed as active; inconclusive = small, poorly fitted or top-dose-only effect, or another doubt; inactive = no such curve, though single readings can be large or run the other way;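 note: 0% = wells with enzyme and -100% = buffer wells without enzyme; nearly all actives have a fitted effect of over 50% in size; many of its hits are not listed in these tables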
Target sequence (B2RXH2 1-337 limits assumed): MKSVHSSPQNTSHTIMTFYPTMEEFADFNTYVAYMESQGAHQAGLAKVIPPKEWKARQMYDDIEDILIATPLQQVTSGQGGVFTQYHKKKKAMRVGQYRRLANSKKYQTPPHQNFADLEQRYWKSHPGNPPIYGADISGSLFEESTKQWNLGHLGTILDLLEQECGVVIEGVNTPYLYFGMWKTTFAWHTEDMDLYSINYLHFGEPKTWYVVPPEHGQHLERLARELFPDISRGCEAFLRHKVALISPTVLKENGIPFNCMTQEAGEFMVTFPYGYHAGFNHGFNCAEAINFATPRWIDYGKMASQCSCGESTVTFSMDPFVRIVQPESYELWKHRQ
LMNA splice mod: changes lamin A minigene splicing in HeLa cells | Potency, µM (doses to about 46.1 µM), for the others: at the highest dose ratio change, negative = inhibition, usual class: inhibitors | hit rate 0.01% among 200,000 | HeLa LMNA splicing GFP/RFP minigene ratio, 48 h; active = well fitted inhibition curve with a large enough effect in the signal ratio, with a control signal flat, not every such curve was filed as active; inconclusive = small, poorly fitted or top-dose-only effect, or effect the other way, or a change in a side signal; the % refers to the signal ratio; note: % is set by controls: 0 for no effect and ±100 for the full control effect
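S3 HeLa cells stably expressing lamin A-EGFP splicing minigene plus DsRed2, 600 cells/well, 48 h compound exposure at 37C. Laser-scanning cytometry; analysed as GFP (500-530 nm)/RFP (575-640 nm) total intensity ratio; 0.5% DMSO vehicle.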
An asterisk follows results filed as active; i = inactive; ? = inconclusive; · = not tested or not shown; & = joins results of further samples; [ ] = another dose, or the depositor's remark. Unless noted, calls come from the whole dose curve; as a rule, active = well fitted curve in the direction sought with a large enough effect; inconclusive = small, poorly fitted or top-dose-only effect, or another doubt; inactive = no such curve, though single readings can be large; an effect the other way counts as inactive or inconclusive. Potency is the fitted concentration of half-maximal effect. Not all compounds are listed (hit frequency here may not be typical).

SMILES	SMN2 splice enh	Luc counter	LMNA splice mod	Tau fibril ThT	RECQ1 helicase	L3MBTL1 block	ALDH1A1 block	JMJD2E inh
CCc1ccc(C(C(=O)NC2CCCCC2)N(C(=O)c2ccccn2)c2cccnc2)cc1 (stereo unspecified)	14%	1%	19%[46 µM]	-4%	-4%	6%	3%	3%
OCCNCCCCOc1ccc(OCc2ccccc2)cc1	16µM*	-5%	6%	-5%	-15%	-13%	-8%	3%
COCCNC(=O)c1csc2c1CCCC2	-13%	1%	5%	0%	-9%	3%	-8%	4%
CC(CCc1ccccc1)NC(=O)N1CCOCC1 (stereo unspecified)	-7%	2%	2%	6%	-3%	2%	11%	2%
CCOC(=O)CNC(=O)CNC(=O)c1ccc(OC)cc1	2%	1%	5%	7%	i	5%	-9%	1%
CCOC(=O)c1c(-c2ccc(C)o2)csc1NC(=O)CN1CCOCC1	-15%	6%	-3%	-26%	-5%	·	-13%	2%
COc1ccc(CCNC(=O)c2cc(-c3cc(Cl)cc(Cl)c3)oc2C)cc1	-23%	4%	8%	-10%	-5%	9%	10%	4%
CCOC(=O)N1CCN(C(=O)c2ccc3nc4ccc(Cl)cc4c(=O)n3c2)CC1	?	-1%	?	-5%	-2%	11%	?	?
NC(=O)NC(=O)COC(=O)CCCCCNS(=O)(=O)c1ccc2c(c1)OCCO2	9%	-1%	11%[46 µM]	-5%	-1%	3%	-8%	-2%
C/C(=N\NS(=O)(=O)c1ccc(C)c([N+](=O)[O-])c1)c1cccs1	-8%	2%	-12%[46 µM]	-10%	-2%	-6%	32µM*	-6%
CCN(C(=O)CSc1nc2ccccc2c(=O)n1CCOC)C1CCS(=O)(=O)C1 (stereo unspecified)	5%	0%	?	1%	i	6%	8%	-4%
N#CCCn1c(=O)cnc2cnc(Nc3ccccc3)nc21	5%	-1%	·	·	-15%	·	-9%	·
O=C(CSc1nc2[nH]ncc2c(=O)[nH]1)NCc1ccc(F)cc1	5%	-1%	1%	2%	-10%	11%	15%	1%
Cc1ccc(C(=O)NNC(=O)c2ccc3ncccc3c2)cc1	-6%	0%	18%[46 µM]	-6%	i	8%	-4%	9%
CC(C)NC(=O)C(=O)N/N=C/c1ccco1	-3%	1%	-7%	-18%	i	-3%	7%	4%
O=C(CN(c1cccc(Cl)c1)S(=O)(=O)c1ccccc1)NN=C1CCCC1	-18%	-2%	15%[46 µM]	-4%	0%	·	?	31%[activator]
CN(/N=C/c1ccncc1)c1cnc2ccccc2n1	11µM*	-1%	-1%[46 µM]	?	-13%	?	1%	?
C=CCn1c(SCC(=O)Nc2sccc2C(N)=O)nc2sc(CC)cc2c1=O	·	-1%	?	-6%	-11%	·	?	1%
CCc1ccc2[nH]c(=O)c(CN(CCN(CC)CC)C(=O)Nc3ccccc3OC)cc2c1	25%	-2%	3%	-4%	i	·	0%	-19%
CC(C)CCN1CCN(Cc2cc(F)ccc2-n2cccn2)CC1CCO (stereo unspecified)	-14%	2%	·	0%	i	2%	-2%	7%
COc1ccccc1NC(=O)c1c(C)cc(=O)oc1C	8%	16%	-2%	8%	-14%	3%	14%	2%
COC(=O)c1cc(=O)n(Cc2ccc(F)cc2)c(=NCc2ccc(F)cc2)s1	-56%[inhibitor]	3%	·	-7%	-9%	·	4%	1%
COc1ccc(-n2c(Cc3cccn3C)nnc2SCC(=O)NCCc2ccccc2)cc1	12%	-4%	4%	-16%	-5%	-6%	-11%	-5%
CC(C)NC(=O)c1cc(C(=O)c2cc(Cl)ccc2O)coc1=N	-14%	5%	-1%	-2%	-4%	-4%	?	?
Cc1ccc(Nc2c(-c3ccc(N4CCOCC4)cc3)nc3ncccn23)cc1	9%&-12%	1%	8%	-16%&-18%	-3%	0%	?	0%
CCCSc1cc(=O)n(-c2ccccc2)nc1C(=O)O	-2%	2%	-2%[46 µM]	-5%	-2%	4%	?	-3%
Cn1c(=O)c2ncn(CC(=O)Nc3cccc(-c4nc5ccccc5s4)c3)c2n(C)c1=O	-20%	-12%	?	-16%	i	2%	?	?
C=CCCC(=O)Nc1nc(C)c(-c2csc(Nc3ccc(Cl)cc3)n2)s1	-38%[inhibitor]	0%	?	?	-8%	-6%	?	-23%
COc1ccc(-c2[nH]ncc2CN(Cc2nccn2C)C(C)C)cc1F	·	0%	15%[46 µM]	-4%	-1%	-5%	9%	12%
O=C(COC(=O)COc1ccc(Cl)cc1Cl)Nc1cccnc1Cl	-12%	3%	-13%	-7%	-8%	10%	4%	-12%
CN(C)c1nnc(-c2ccc(Cl)cc2)o1	-9%	-1%	14%[46 µM]	-3%	-10%	1%	?	?
Cn1nc(CC(=O)N2CCN(c3ccccc3)CC2)c2ccccc2c1=O	-30%[inhibitor]	5%	?	7%	-13%	0%	-3%	-3%
Cc1sc(NC(=O)CSc2nc(N)n(CC(=O)c3ccccc3)n2)c(C#N)c1C	7%	-4%	0%	0%	-13%	-4%	?	1%
Cc1cc(NC(=O)CCC(=O)N(CC(=O)NC2CCCC2)Cc2ccccc2Cl)no1	8%	5%	-2%	-6%	i	1%	-3%	-2%
CC(C)OP(=O)(OC(C)C)C(Nc1cccc(C(=O)O)c1)c1ccccc1 (stereo unspecified)	·	·	·	-8%	-8%	2%	?	?
Cc1cccc(C)c1NC(=O)CCCSc1nnc(N)s1	-7%	-1%	-2%[9.22 µM]	-2%	-8%	-6%	7%	-8%
COc1ccc(Cn2cnc3c4cc(F)ccc4n(C)c3c2=O)cc1	·	·	·	-8%	i	3%	-1%	?
O=C(NC(=S)NCc1ccco1)c1ccccc1	·	0%	15%[46 µM]	7%	-11%	-5%	-9%	-7%
CC(=O)N(C(C)=O)C1=C(C#N)C2(CCCCC2)Cc2ccccc21	4%	-1%	10%	-15%	-14%	5%	0%	0%
O=C(Nc1cccc(C(F)(F)F)c1)c1cc(S(=O)(=O)N2CCCCC2)ccc1N1CCOCC1	-20%	-2%	-7%	-8%	-8%	0%	?	?
CC1CN(c2nc3c(c(=O)n(Cc4ccc(Cl)cc4)c(=O)n3C)n2C)CC(C)O1 (stereo unspecified)	-30%[inhibitor]	-2%	?	-13%	9%	-10%	5%	1%
COC(=O)C1=C(C)Nc2nnnn2C1c1cc(OC)ccc1OC (stereo unspecified)	·	·	9%	-4%	i	-4%	2%	-6%
O=C(c1ccccc1)N1CCN(S(=O)(=O)N2CCOCC2)CC1	3%	7%	?	-1%	-14%	-8%	6%	0%
C/C(=N\NC(=O)c1ccccc1)c1ccc(N2CCCCC2)cc1	?	-3%	9%	?	2%	-1%	-8%	-7%
COc1ccc(NC(=O)CN2CCN(c3ccccc3F)CC2)cc1	-25%	-1%	7%	-7%	-8%	-3%	?	1%
COCCNC(=O)c1cc2sccc2n1C	·	-1%	·	-4%	12%	2%	7%	11%
O=C(N/N=C/c1ccccc1)c1ccc(N2CCOCC2)c([N+](=O)[O-])c1	5%	3%	?	3%	-2%	-12%	?	4%
CC1CC(C)CN(C(=O)COC(=O)c2cccc([N+](=O)[O-])c2)C1 (stereo unspecified)	?	0%	?	-7%	-3%	-28%	-1%	4%
COc1ccc(CCNC(=O)NC(C(F)(F)F)C(F)(F)F)cc1OC	-4%	-4%	-14%	-4%	-5%	3%	-3%	16%
CCCCNC(=O)C1CCCN1C(=O)Nc1cccc(OC)c1 (stereo unspecified)	-4%	-4%	?	8%	i	?	-6%	5%

(cont.)
SMILES	SMN2 splice enh	Luc counter	LMNA splice mod	Tau fibril ThT	RECQ1 helicase	L3MBTL1 block	ALDH1A1 block	JMJD2E inh
Clc1ccccc1CSc1nc2ccncc2[nH]1	13µM*	?	-8%	-5%	-8%	·	?	-8%
CCOc1ncccc1C(=O)OCC(=O)NC(=O)NC(C)C	-7%	-3%	2%[46 µM]	4%	-3%	-7%	7%	3%
CN(C)c1ccc2c(O)cc(=O)n(C)c2c1	-2%	2%	-5%	25µM*	1%	-1%	?	?
CCOC(=O)c1cnn(-c2nc3c(C)cccc3s2)c1C	4%	1%	-9%	?	-3%	·	6%	0%
O=C(NNC(=O)c1cnccc1C(F)(F)F)c1ccccc1	·	·	·	-6%	-4%	5%	-2%	5%
Cc1ccc(NC2=NCC(=O)N2CCc2ccccc2)cc1C	4%	2%	-8%	-10%	-16%	-10%	4%	-6%
O=C(Nc1ccc([N+](=O)[O-])cc1)C1C(c2ccccc2)=C1c1ccccc1	9%	-8%	20%	8%	-1%	-1%	0%	3%
O=c1c([N+](=O)[O-])cc(C(F)(F)F)cn1Cc1c(Cl)cccc1Cl	10%	-2%	1%	-3%	-6%	-5%	10%	6%
COc1ccc(N2CCN(Cc3nc(-c4ccccc4)no3)CC2)cc1	·	-1%	12%[46 µM]	-10%	14%	-3%	-1%	5%
Cc1cccc(C(=O)NCC(c2ccco2)N(C)C)c1 (stereo unspecified)	20%	-1%	-2%[46 µM]	-4%	-3%	6%	11%	-9%
COc1ccc(N=C2NC(=O)/C(=C\C=C\c3ccccc3)S2)cc1	·	-2%	26%[46 µM]	?	-3%	-7%	7%	18%
COc1ccc(S(=O)(=O)N2CCN(c3ccc4nnc(-c5ccc(F)cc5)n4n3)CC2)cc1	-2%	18%	?	?	-4%	·	?	?
CCN1CCN(CC(=O)c2cc(Cl)ccc2Cl)CC1	7%	-5%	?	?	-10%	-27%	14µM*	-16%
CCN(c1ccc(NC(=O)COC(=O)c2ccc(S(=O)(=O)N3CCCC3)cc2)cc1)C(C)C	-3%	1%	-1%	1%	i	·	-3%	-6%
